Screens (PubChem BioAssay)
CHOP inh – CHOP inhibition in unfolded protein response; 3.8% of 220,000 active; CHO-K1 CHOP-promoter luciferase, tunicamycin-induced, 15-18 h; inhibition, % at 10 µM; AID 2732;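 active = compounds that reduced the stress-induced luciferase reporter signal by more than about 70% of percent inhibition, limit read from the data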;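 also: 0% = tunicamycin plus vehicle and 100% = wells without tunicamycin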
Wee1 degr inh – inhibitors of human Wee1 degradation; P30291; HeLa Luc-Wee1K328M stability, luciferase luminescence; 100% = proteasome inhibitor MG132 effect; reporter increase, % at 5 µM; 1.2% of 220,000 active; AID 1321;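 active = activation above the mean of all tested compounds plus 3 SD, set per screening run, cut at about 8.8% in these data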;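 also: cells exposed to compound for 20 h before luminescence read; 0% = DMSO alone and 100% = MG132 at 30 µM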
FXIa inh 1536 – factor XIa (human) inhibition. P03951. purified FXIa, Boc-Glu-Ala-Arg-AMC fluorogenic substrate. inhibition, % at 5 µM. 0.14% of 220,000 active. AID 798;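 active = inhibition of at least 40%; inactive = inhibition below 40%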;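 also: fluorescence of freed AMC excited at 355 nm; 0% = enzyme without compound and 100% = no enzyme blank; many of its hits are not listed in these tables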
Target sequence (P03951 19-387 limits assumed): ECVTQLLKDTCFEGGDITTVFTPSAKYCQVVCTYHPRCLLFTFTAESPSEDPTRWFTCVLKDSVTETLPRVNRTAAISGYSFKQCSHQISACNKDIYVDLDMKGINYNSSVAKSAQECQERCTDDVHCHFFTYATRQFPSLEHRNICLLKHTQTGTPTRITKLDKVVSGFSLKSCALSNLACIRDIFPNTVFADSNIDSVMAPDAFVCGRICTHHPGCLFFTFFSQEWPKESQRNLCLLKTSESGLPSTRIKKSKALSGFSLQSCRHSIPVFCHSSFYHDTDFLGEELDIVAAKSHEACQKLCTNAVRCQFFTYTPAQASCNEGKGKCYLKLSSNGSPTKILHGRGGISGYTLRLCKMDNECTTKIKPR
Target sequence (P03951 388-625 limits assumed): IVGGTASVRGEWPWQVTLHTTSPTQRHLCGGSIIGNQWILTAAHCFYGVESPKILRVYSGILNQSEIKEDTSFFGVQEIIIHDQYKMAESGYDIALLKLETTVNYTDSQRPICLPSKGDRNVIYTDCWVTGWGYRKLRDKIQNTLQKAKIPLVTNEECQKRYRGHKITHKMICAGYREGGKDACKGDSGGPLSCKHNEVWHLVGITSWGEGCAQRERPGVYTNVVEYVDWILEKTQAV
PGE2 EP2 inh – inhibitors of human EP2 prostaglandin E2 receptor; C6 glioma cells expressing human EP2, cAMP TR-FRET; cells stimulated with saturating PGE2; inhibition, % at 25 µM; 0.52% of 260,000 active;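 active = percent inhibition above 40 after rounding to a whole number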;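 also: rat C6 glioma host cells with rolipram phosphodiesterase inhibitor present; the protocol text gives 20 µM as final concentration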
Target sequence (P43116 whole entry, looked up): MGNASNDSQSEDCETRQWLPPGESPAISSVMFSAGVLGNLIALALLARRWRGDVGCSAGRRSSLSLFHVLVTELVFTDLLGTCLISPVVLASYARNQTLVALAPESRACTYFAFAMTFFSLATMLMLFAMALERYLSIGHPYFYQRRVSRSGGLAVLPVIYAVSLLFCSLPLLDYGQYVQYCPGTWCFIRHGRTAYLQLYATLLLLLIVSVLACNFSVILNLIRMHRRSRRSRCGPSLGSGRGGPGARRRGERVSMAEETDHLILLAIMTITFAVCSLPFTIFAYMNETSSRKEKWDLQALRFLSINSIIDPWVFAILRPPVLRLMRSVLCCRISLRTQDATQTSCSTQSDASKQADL
zVAD death inh – blocks zVAD induced death of L929 cells | L929 zVAD necroptosis rescue, ATP luminescence, 24 h; with zVAD 60 µM | viability rescue, % at 10 µM | 0.38% of 220,000 active;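 active = activation, scaled between plate controls, above about 75%, limit read from the data; inactive = activation under that limit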;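 also: 0% = zVAD with DMSO and 100% = DMSO alone without zVAD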
PPC-1+TRAIL kill – compounds killing PPC-1 cancer cells with TRAIL present (potentiator screen, no TRAIL-free arm). PPC-1 cells + TRAIL, ATPLite viability luminescence. cell killing (% activity), % at 4 µM. 0.41% of 220,000 active;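 active = cell killing above 50% in the first pass at 4 µM, then a duplicate retest at 5 µM averaging 50% or more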;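 also: plate controls were cells with TRAIL plus DMSO for no effect and medium-only wells lacking cells for full effect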
TbHK1 inh – blocks Trypanosoma brucei hexokinase 1 activity; 0.11% of 220,000 active; recombinant TbHK1, G6PDH-coupled NADH A340; inhibition, % at 10 µM;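 active = inhibition of 50% or more in the single-dose primary screen; inactive = inhibition below 50%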
FXIIa inh 1536 – factor XIIa (human) inhibition | purified FXIIa, Boc-QGR-AMC fluorogenic substrate, 2 h | inhibition, % at 5 µM | 0.3% of 220,000 active | AID 800; in the data active = inhibition above about 40%;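 also: 0% = enzyme with no compound and 100% = blank without enzyme; many of its hits are not listed in these tables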
TNF necrop inh – blocks TNF-alpha induced death of Jurkat FADD-/- cells | Jurkat FADD-/- TNF necroptosis rescue, ATP luminescence, 24 h; 0 = TNF only, 100 = no-TNF cells | activation (protection from cell death), % at 10 µM | 0.068% of 220,000 active | AID 463075;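 active = activation, meaning protection from cell death, of at least 50% relative to plate controls; inactive = activation below 50%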;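 also: necroptosis triggered by 40 ng/mL TNF-alpha added together with compound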
The depositor's hits bear a star; · = not tested or not shown; & = joins results of further samples. Only part of the results is shown (hit frequency here may not be typical).

SMILES	CHOP inh	Wee1 degr inh	FXIa inh 1536	PGE2 EP2 inh	zVAD death inh	PPC-1+TRAIL kill	TbHK1 inh	FXIIa inh 1536	TNF necrop inh
CCC(=O)Nc1ccc(C(=O)Nc2cccc(C)n2)cc1	-38.9	2.2	5.4	7.2	13.3	12.9	-1.6	10.8	-0.5
COc1cc(C(=O)Nc2ccccn2)cc(OC)c1OC	32.4	-1.9	-1.8	12.4	-0.8	35.6	-3.5	2.5	-1.7
Cc1ccc(C(C)C)c(OCCCN2C(=O)NC(C)(C)C2=O)c1	38.7	1.6	-3.0	1.6	-0.3	-8.7	37.3	5.8	0.5
Cc1cc(N2CCOCC2)n2cc(-c3ccc(F)cc3)nc2n1	1.2	0.0	0.1	6.8	0.0	27.0	-2.5	2.7	-1.0
Cc1ccc(C(NC(=O)N2CCCC2)C(Cl)Cl)cc1F (stereo not given)	6.6	0.0	-0.3	7.0	1.0	22.2	2.8	10.8	1.4
COc1cccc(C2N(c3cccc(Cl)c3)C(=O)C3CCCN32)c1 (stereo not given)	56.8	-0.7	8.0	6.2	1.1	-2.3	-3.0	7.5	1.2
CCN1CC(O)=C(c2nc3ccccc3s2)C1=N	-1.0	2.8	-5.8	14.2	0.0	-2.1	-37.9	5.3	-1.2
Cc1cc(OCC(=O)O/N=C(\N)c2ccccc2)ccc1Br	-43.1	-2.0	5.6	14.9	0.1	18.9	4.7	9.6	0.5
O=C(Oc1ccc([N+](=O)[O-])cc1)c1cc(-c2ccccc2)nc2ccccc12	37.8	0.0	4.3	9.8	-0.4	7.1	-15.1	20.6	-15.5
CCn1c(SC(C)C(=O)OC)nnc1-c1c[nH]c2ccccc12 (stereo not given)	59.9	-0.6	3.5	9.1	2.4	-4.4	1.1	13.0	1.2
CCCNC(=O)c1ccc2c(=O)c(O)c(-c3ccc(OC)cc3)[nH]c2c1	39.0	·	4.3	24.9	1.7	18.3	-12.8	13.1	-1.8
COc1ccc(S(=O)(=O)Cc2ccc(C(=O)N3CCN(c4ccccc4)CC3)o2)cc1	-22.7	-2.8	-1.7	22.6	-0.7	6.0	-2.5	4.4	-3.3
CC1Cc2ccccc2N1S(=O)(=O)c1cccc(C(=O)N2CCN(c3ncccn3)CC2)c1 (stereo not given)	17.0	-3.6	0.9	0.9	-1.5	16.9	-6.6	9.4	-3.4
COc1cccc(OCCNc2cc(Cl)ccc2[N+](=O)[O-])c1	61.2	0.9	3.8	6.4	-0.4	18.0	7.7	7.1	1.3
CC1(C)C2CCC1(CS(=O)(=O)Nc1ccc(S(=O)(=O)N3CCCCC3)cc1)C(=O)C2 (stereo not given)	11.3	-1.1	-23.6	11.1	2.0	-4.4	0.7	1.9	2.2
CC(C)(C)OC(=O)NCCC(=O)N/N=C/c1ccc2ncccc2c1	5.8	-1.4	-3.2	9.2	1.2	-5.2	-5.2	7.3	3.8
COc1ccccc1NC(=O)CSc1nnc(CSc2nc(C)cc(C)n2)o1	17.4	3.1	3.4	3.4	2.9	6.8	1.4	4.6	-0.6
O=C(NNc1nc2cc3c(cc2s1)OCO3)c1ccccc1	-21.4	-2.5	0.4	9.6	·	17.6	4.4	4.0	-1.0
COc1cc(NC(=O)CSc2nnc(Cn3nnc4ccccc43)n2C)cc(OC)c1	19.0	1.6	-0.2	9.9&9.1	0.1	-10.0	-0.1	5.1	0.5
COCCNC(=O)Cn1c(=O)n(Cc2ccc(C(=O)NCCc3ccc(OC)c(OC)c3)cc2)c(=O)c2ccccc21	7.2	-0.5	4.3	7.0	0.8	8.5	-13.6	6.8	-0.8

Complete entries as entered above.
COc1cccc(C2N(c3cccc(Cl)c3)C(=O)C3CCCN32)c1 (stereo not given) across the screens: CHOP inh = 56.8; Wee1 degr inh = -0.7; FXIa inh 1536 = 8.0; PGE2 EP2 inh = 6.2; zVAD death inh = 1.1; PPC-1+TRAIL kill = -2.3; TbHK1 inh = -3.0; FXIIa inh 1536 = 7.5; TNF necrop inh = 1.2
COc1cc(NC(=O)CSc2nnc(Cn3nnc4ccccc43)n2C)cc(OC)c1 across the screens: CHOP inh = 19.0; Wee1 degr inh = 1.6; FXIa inh 1536 = -0.2; PGE2 EP2 inh = 9.9&9.1; zVAD death inh = 0.1; PPC-1+TRAIL kill = -10.0; TbHK1 inh = -0.1; FXIIa inh 1536 = 5.1; TNF necrop inh = 0.5

(continued)
SMILES	CHOP inh	Wee1 degr inh	FXIa inh 1536	PGE2 EP2 inh	zVAD death inh	PPC-1+TRAIL kill	TbHK1 inh	FXIIa inh 1536	TNF necrop inh
CCOc1cccc(/C=N/Nc2nc(N3CCCC3)nc(N3CCCC3)n2)c1O	28.0	5.8	4.0	6.2	1.1	1.7	-8.1	9.0	-2.1
CCC(=O)Nc1cccc(NC(=O)c2cc3ccccc3o2)c1	-7.5	0.9	2.8	·	5.0	25.3	-6.5	9.8	-1.7
O=C(Cn1nc(C(F)F)cc1C(F)F)NNC(=S)Nc1ccc(F)cc1	22.9	-1.5	-3.5	7.3	-0.9	10.5	-5.9	-17.2	0.0
CC/C(=N\NS(C)(=O)=O)c1ccccc1	4.5	0.1	-8.8	7.9	0.7	21.1	-3.9	19.6	0.8
O=C(CN1C(=O)c2cccc3cccc1c23)Nc1ccccc1C(=O)NCc1ccco1	15.0	0.5	8.8	6.6&8.1	-0.3	·	-2.5	18.4	-0.5
CNC(=O)CNC(=O)Nc1ccc(Cl)c(Cl)c1	7.4	0.7	-5.3	8.4	1.4	19.3	2.4	-1.2	1.4
Cc1cc(C)c(S(=O)(=O)Nc2ccc(O)cc2)c(C)c1	38.7	3.9	2.7	11.4	0.0	-10.2	4.0	8.0	-2.8
CN(Cc1ccccc1)Cc1nc2c(c(=O)n(C)c(=O)n2C)n1Cc1ccc(Cl)cc1	-5.5	-0.5	18.6	4.2	1.1	0.0	-12.4	18.9	2.0
CCOC(=O)c1c(C)[nH]c(C(=O)OCC(=O)Nc2cc(C)c(Cl)cc2OC)c1C	-10.4	1.1	-6.5	9.5	0.3	8.0	-2.4	-0.1	1.3
Cc1ccc2cc(C(c3nnnn3Cc3ccccc3)N3CCc4ccccc43)c(=O)[nH]c2c1 (stereo not given)	-13.7	-1.6	8.1	10.0&7.6	-0.3	-16.0	-13.3	13.5	-1.8
Cc1ccc(N2CCN(S(=O)(=O)c3ccc4c(c3)n(C)c(=O)c(=O)n4C)CC2C)cc1 (stereo not given)	62.8	-1.4	5.4	5.4	·	24.0	0.7	10.9	-1.5
COc1ccccc1NS(=O)(=O)c1cccc(C(=O)N/N=C/c2cn(-c3ccccc3)nc2-c2ccccc2)c1	5.4	0.0	6.4	12.8	0.2	20.1	-16.0	15.5	0.9
Cc1cc(C)c(NC(=S)N(CCN(C)C)Cc2cccs2)c(C)c1	11.3	1.2	-3.1	3.7	-0.7	10.4	3.6	6.5	1.5
Cc1nc(S/C(C(=O)O)=C2/C(=O)Nc3ccccc32)n[nH]1	2.9	-3.1	-1.3	8.8	-0.2	11.9	-8.3	-1.2	1.0
CC(C)C(c1nnnn1C1CCCC1)N1CCCc2ccccc21 (stereo not given)	62.0	-3.5	17.0	6.8	-0.3	10.5	2.7	20.1	0.6
Cc1ccc(NCC(=O)N/N=C/c2cccn2C)cc1	-7.7	-0.2	2.8	2.6	0.1	4.1	-33.0	8.0	0.1
COc1ccc(Cl)cc1NC(=O)C(C)N1CCN(C/C=C/c2ccccc2)CC1 (stereo not given)	73.5*	0.1	1.6	7.0	0.0	22.0	-25.8	19.5	2.0
CCOC(=O)C1=C(O)C(=O)N(CCCn2ccnc2)C1c1ccc(C)cc1 (stereo not given)	6.0	2.4	-3.2	4.1	0.4	23.4	-7.3	6.4	-0.5
Cc1ccc(C2CC(=O)NC(SCC(=O)OCc3ccccc3)=C2C#N)o1 (stereo not given)	20.6	-1.6	-0.8	15.9	-0.2	0.2	-1.1	7.2	-4.5
COC(=O)c1ccccc1NC(=S)NC(NC(=O)COc1ccccc1)C(Cl)(Cl)Cl (stereo not given)	11.4	-0.7	3.8	·	0.3	-1.1	-2.1	12.5	-6.0
CON(C)c1nc(OCC#N)nc(N(C)C)n1	22.6	0.1	7.1	3.5	0.4	22.3	3.0	5.2	1.2
Cc1cc(NC(=O)CSc2nnc(NC(=O)C3CC(=O)N(c4ccccc4)C3)s2)no1 (stereo not given)	37.6	-1.6	23.0	11.0	0.0	24.4	25.8	24.3	1.9
CCOC(=O)C1CCCN(C(=O)c2cc3ccccc3oc2=O)C1 (stereo not given)	12.9	-1.7	8.9	9.0	6.7	1.8	-6.8	5.5	1.0
Cc1cc(-c2ccccc2)[nH]c(=O)c1C#N	3.5	-1.2	-1.3	3.0	1.1	3.4	-42.5	9.9	0.1
CCc1ccccc1NC(=O)/C(=C/c1ccco1)c1ccccc1	51.0	-2.5	1.9	4.9	0.3	5.1	-8.3	12.2	-1.0
CCN1C(=O)C(Cc2nc3ccccc3c(=O)n2C)c2ccccc21 (stereo not given)	24.4	0.3	0.4	8.1	0.0	6.2	-2.4	9.8	-4.2
O=C(c1nc2ncccn2n1)N1CCN(c2ccc(F)cc2)CC1	13.3	3.2	12.1	11.1	0.1	6.4	-5.9	27.2	-1.3
CCCCOc1cccc(C(=O)NNC(=S)NC2CCCCC2)c1	29.5	-1.3	3.7	5.2	0.8	-7.9	16.9	11.5	-2.4
CC(C)(Oc1ccc(Cl)cc1)C(=O)Nc1ccc2oc(-c3ccncc3)nc2c1	50.6	-1.6	-19.0	9.1	-0.7	25.0	-1.9	-21.6	-2.3
S=c1[nH]nc(-c2ccco2)n1/N=C/C=C/c1ccco1	19.6	-1.2	3.6	11.9	4.8	12.4	-31.9	9.2	2.9
Cc1ccc(CNC(=O)/C(C#N)=C/c2ccc(C)s2)cc1	21.0	1.9	-3.2	12.1	0.7	9.1	2.9	-5.9	-0.9
CCN(CC)c1ccc(S(=O)(=O)N2CCOCC2)cc1NC(=O)CSc1n[nH]c(N)n1	-6.4	-3.5	-14.4	7.3	1.3	-1.8	-11.8	4.2	2.9
CCn1ccnc1CN1CCCC(C(=O)c2ccc3cc(OC)ccc3c2)C1 (stereo not given)	35.6	-2.2	-1.0	4.7	-1.2	13.1	-27.5	5.4	0.6
O=C(NCc1ccco1)c1cc(S(=O)(=O)N2CCOCC2)c(Cl)cc1Cl	28.1	-1.2	8.2	10.7	-1.2	-1.3	-4.5	21.2	1.1
COc1ccc(CCNC(=O)CSc2nc3[nH]ncc3c(=O)n2-c2ccc(Br)cc2)cc1OC	-21.2	-0.3	1.3	2.4	0.8	3.1	0.1	3.5	0.4
O=P(O)(O)c1cc(-c2ccccc2)oc1-c1ccccc1	-4.1	-2.8	-4.6	15.1	0.5	-2.0	-59.5	9.1	0.7
c1ccc(-c2csc3ncnc(-n4cnc5ccccc54)c23)cc1	17.2	-2.2	2.0	15.1	-0.5	7.8	-5.2	11.4	-1.1
CCCN(Cc1ccccc1)C(=S)Nc1ccc(F)cc1	-5.0	-3.4	-2.8	10.8	-1.1	10.8	1.7	7.0	-1.6
N#Cc1c(N)c(C#N)c(-c2ccc3c(c2)OCO3)c2c1CCCC2	27.6	·	-17.4	7.7	·	-2.7	·	-23.8	·
COc1ccc(CN2CCN(Cc3ccon3)CC2CCO)c(C)c1C (stereo not given)	19.8	2.4	-2.6	7.9	0.4	14.2	-17.4	4.0	2.3
N/C(CC(=O)Nc1ccc(F)cc1F)=N\OC(=O)c1cccs1	6.0	-2.1	-3.9	12.8	-0.6	-8.0	2.7	2.4	-0.5
COc1ccc(/C=C/C(=O)NC(=S)NNC(=O)c2cccs2)cc1	5.6	5.6	4.0	3.0	1.6	13.2	-28.6	17.2	-4.4
